BoNT F protease: BoNT/F light chain protease inhibitors, primary screen, biochemical, flow cytometry, MLPCN library. Botulinum neurotoxin type F light chain protease (Clostridium botulinum). Multiplex microsphere protease cleavage assay. AID 588497, 2011. inhibition, % at 10 µM. hit rate 0.22% among 360,000; in the data active means inhibition above about 35%, passing the limit was not always enough; inconclusive means no clear call, values can overlap the other calls; further: plate controls were buffer without enzyme for full effect and enzyme alone for no effect
Rv3671c protease: Rv3671c serine protease inhibitors, primary screen, biochemical, fluorescence polarization, M. tuberculosis H37Rv; P9WHR9; inhibition, % at 5.96 µM; hit rate 0.048% among 320,000; AID 2606, 2010; in the data active means inhibition above about 38%;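 further: extracellular domain of Rv3671c used as enzyme; 0% = enzyme with DMSO and 100% = no enzyme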
VHR inh abs: VHR1 phosphatase inhibitors, primary screen, biochemical, absorbance, uHTS; Dual specificity protein phosphatase 3 (Homo sapiens), P51452; recombinant VHR phosphatase, pNPP absorbance; inhibition, % at 13.3 µM; hit rate 0.52% among 290,000; in the data active means inhibition above about 50%; further: some compounds called inactive have numbers as strong as hits
Target sequence (P51452 whole entry, looked up): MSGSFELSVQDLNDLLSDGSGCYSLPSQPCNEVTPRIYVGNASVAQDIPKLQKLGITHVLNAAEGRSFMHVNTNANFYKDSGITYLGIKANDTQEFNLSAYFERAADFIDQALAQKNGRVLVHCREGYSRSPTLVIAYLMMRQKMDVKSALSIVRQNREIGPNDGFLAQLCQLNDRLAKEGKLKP
FadD28 FP inh: inhibitors of FadD28 bisubstrate probe binding, primary screen, biochemical, fluorescence polarization, single point | hit rate 0.22% among 360,000 | AID 588549, 2011 | inhibition, % at 12.5 µM; in the data active means inhibition above about 8.5%, passing the limit was not always enough; inconclusive means no clear call, values can overlap the other calls
GDH-TPI inh: GDH-TPI coupling enzyme inhibitors, primary screen, artefact control for M. tuberculosis FBA inhibitor project, biochemical, absorbance, full deck. inhibition, % at 4.8 µM. hit rate 1.2% among 360,000. GDH-TPI coupled enzyme counterscreen, NADH absorbance;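 further: 0% = DMSO wells and 100% = wells lacking the enzyme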
Mtb FBA inh: Mtb FBA enzyme inhibitors, primary screen, biochemical, fluorescence, strain H37Rv | inhibition, % at 1 µM | hit rate 2.3% among 360,000 | purified M. tuberculosis FBA, fluorescence read-out | AID 588726, 2011 | Fructose-bisphosphate aldolase (Mycobacterium tuberculosis (strain ATCC 25618 / H37Rv)), …; in the data active means inhibition above about 27%;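 further: 0% = vehicle and 100% = reference inhibitor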
Target sequence (P9WQA3 whole entry, looked up): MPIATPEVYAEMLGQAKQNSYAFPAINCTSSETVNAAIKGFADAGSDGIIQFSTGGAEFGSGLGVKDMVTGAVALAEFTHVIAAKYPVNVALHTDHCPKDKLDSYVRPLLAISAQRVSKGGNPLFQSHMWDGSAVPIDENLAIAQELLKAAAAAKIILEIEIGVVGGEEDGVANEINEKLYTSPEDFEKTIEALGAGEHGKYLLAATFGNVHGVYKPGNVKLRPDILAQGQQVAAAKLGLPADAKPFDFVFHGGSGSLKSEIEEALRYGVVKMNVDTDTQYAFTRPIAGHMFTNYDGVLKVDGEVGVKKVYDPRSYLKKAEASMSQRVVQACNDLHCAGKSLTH
UGM FP inh: M. tuberculosis UGM enzyme inhibitors, primary screen, biochemical, fluorescence polarization, single point; UDP-galactopyranose mutase (Mycobacterium tuberculosis (strain ATCC 25618 / H37Rv)), …; purified UGM, fluorescence polarization probe displacement; inhibition, % at 10 µM; hit rate 0.06% among 320,000; in the data active means inhibition above about 10%, passing the limit was not always enough; inconclusive means no clear call, values can overlap the other calls
Target sequence (P9WIQ1 whole entry, looked up): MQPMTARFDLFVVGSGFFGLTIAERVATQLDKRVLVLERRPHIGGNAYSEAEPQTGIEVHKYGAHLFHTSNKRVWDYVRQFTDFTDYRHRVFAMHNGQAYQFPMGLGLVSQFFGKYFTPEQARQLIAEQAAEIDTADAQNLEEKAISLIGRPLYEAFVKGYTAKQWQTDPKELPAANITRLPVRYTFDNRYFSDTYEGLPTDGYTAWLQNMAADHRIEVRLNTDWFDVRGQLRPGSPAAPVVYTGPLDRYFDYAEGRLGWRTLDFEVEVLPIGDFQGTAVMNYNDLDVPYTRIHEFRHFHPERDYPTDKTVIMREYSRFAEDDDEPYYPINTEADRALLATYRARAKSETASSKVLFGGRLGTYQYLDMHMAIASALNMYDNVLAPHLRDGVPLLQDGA
CCHFV vOTU inh: CCHFV vOTU protease inhibitors, primary screen, biochemical, Pep-AMC substrate, fluorescence; Crimean-Congo hemorrhagic fever virus L polyprotein viral ovarian tumor (vOTU) protease …; inhibition, % at 11.5 µM; hit rate 0.55% among 370,000; further: 0% = vehicle wells with enzyme and 100% = no enzyme wells
BioA inh: M. tuberculosis BioA enzyme inhibitors, primary screen, biochemical, plate reader, single point, HTS; inhibition, % at 9.99 µM; hit rate 0.096% among 360,000; purified M. tuberculosis BioA enzyme; 7,8-diaminopelargonic acid synthase BioA (Mycobacterium tuberculosis); in the data active means inhibition above about 40%; inconclusive means no clear call, values can overlap the other calls
MazEF act: activators of E. coli MazEF toxin-antitoxin RNase, primary screen, biochemical, fluorescence, uHTS | hit rate 0.32% among 350,000 | activation, % at 20 µM | Endoribonuclease toxin MazF (Escherichia coli (strain K12)), P0AE70 | FAM/BHQ RNA-DNA oligo cleavage fluorescence, 5 h; in the data active means activation above about 50%
Target sequence (P0AE70 whole entry, looked up): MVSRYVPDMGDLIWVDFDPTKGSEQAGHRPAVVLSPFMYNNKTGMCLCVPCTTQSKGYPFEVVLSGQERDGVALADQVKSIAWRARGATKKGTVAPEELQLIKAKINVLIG
An asterisk follows results filed as active; ? = inconclusive; / = no result given. Unless noted, no stated cut-off is given here; in the data, active means inhibition above about 30%; inactive means the rest.

SMILES	BoNT F protease	Rv3671c protease	VHR inh abs	FadD28 FP inh	GDH-TPI inh	Mtb FBA inh	UGM FP inh	CCHFV vOTU inh	BioA inh	MazEF act
O=C(Nc1cc(-c2ccccc2)[nH]n1)c1ccccc1	/	3	8	-2.1	20	0	1.8	0	-0.5	-2
Nc1nonc1-n1nnc(C(=O)N/N=C/c2ccccc2)c1CSc1ccccc1	0	-9	20	-0.5	5	1	-1.2	-1	-0.6	16
CC1CC(C)CN(C(=O)Cc2c(C(=O)O)[nH]c3ccc(Cl)cc23)C1 (stereo not given)	-6	-4	45	0.2	-2	0	4.8	17	-0.3	-12
CC(c1ccccc1)N1CC(C(=O)N2CCN(Cc3ccc(C#N)cc3)CC2)CC1=O (stereo not given)	0	/	/	-4.9	-10	-1	/	13	0.3	-3
C=CCOC(=O)C1=C[C@@H](c2ccc(C(F)(F)F)cc2)C[C@@H](OCc2ccc(CO)cc2)O1	-1	-5	/	-3.4	12	3	-2.4	12	1.3	-7
COc1cc(/C=c2\sc3n(c2=O)CCCN=3)ccc1O	2	-4	13	2.0	2	-3	0.7	6	-1.1	-13
COCC1CCN(Cc2cn[nH]c2-c2cc(OC)c(OC)c(OC)c2)CC1	4	-4	34	-3.7	2	9	3.0	9	9.5	3
N/C(=N\OC(=O)CC1CCCCC1)c1cccc(Br)c1	-4	-6	-4	0.6	8	4	-3.9	2	-0.3	-1
COc1ccccc1C(=O)NNC(=O)c1ccc2ccccc2c1	?	3	23	-4.9	5	-6	-1.3	-4	0.4	5
O=C(O)C1=CCCNC1	-5	2	/	-3.1	3	-1	-1.9	3	-0.1	-1
Cc1ccc(C(C)C)c(OCC(=O)NNC(=O)C2CSC3(C)CCC(=O)N23)c1 (stereo not given)	/	/	/	0.1	12	2	/	13	0.8	1
CCCOc1ccc(C(F)(F)F)cc1NC(=O)C1CC(=O)N(Cc2ccco2)C1 (stereo not given)	-3	2	/	-2.9	6	-2	-1.5	23	2.2	-4
Cc1cccc(C)c1NC(=O)CNC(=O)c1c(-c2ccccc2)noc1C	3	3	/	/	-7	0	-1.2	-9	0.8	6
CCCCN(C)S(=O)(=O)c1cc2c3c(c1)CCC(=O)N3CCC2	-1	4	56*	-1.5	0	0	0.1	4	-0.3	3
Cc1nc(N2CCOCC2)[nH]c(=O)c1[N+](=O)[O-]	-2	5	25	1.0	14	4	3.7	12	/	-9
O=S(=O)(Nc1ccn(-c2ccccc2)n1)c1ccc(Br)cc1	-8	-2	6	-1.8	4	-4	-1.3	5	0.0	2
COc1cccc(C(CCc2cc(OC)c(OC)c(OC)c2)NC(C)=O)c1 (stereo not given)	2	/	/	/	-10	1	/	8	0.1	6
Cc1ccc(S(=O)(=O)NCc2ccc(C(=O)NCCCN3CCN(C)CC3)cc2)cc1	11	2	21	0.7	4	3	0.3	3	1.6	4
Nc1ccc(C(=O)OCC(=O)Nc2ccc([N+](=O)[O-])cc2C(F)(F)F)cc1	-5	-14	19	-0.2	7	-5	-1.1	2	/	5
COCCCNC1=C(Cl)C(=O)c2ccccc2C1=O	?	-1	8	-1.7	6	-1	-1.7	12	3.1	1
COc1cc(NC(=O)CSc2nc3ncnc(N)c3[nH]2)c(C(=O)O)cc1OC	9	3	12	-0.2	4	4	9.6	11	-2.0	15
COc1ccc(-n2ncc3c(=O)n(CC(=O)NC(C)C)cnc32)cc1	?	1	-23	-1.5	10	0	0.5	4	0.0	0
Cc1ccc(C(=O)NNC(=O)C2CCN(S(=O)(=O)c3ccc(C)cc3)CC2)cc1	-2	10	24	-3.0	-16	-1	1.4	-9	-1.5	1
COc1cc2c(cc1OC)CN(C(=O)/C=C/c1cc(OC)c(OC)c(OC)c1)CC2	3	2	-18	-1.7	12	8	-0.9	-9	4.5	-14
Cc1ccccc1NC(=O)COC(=O)c1c(-c2ccccc2)noc1C	-1	-3	/	-0.3	4	-1	0.8	-7	-0.4	9

The last 4 entries of the section above lead into the next:
SMILES	BoNT F protease	Rv3671c protease	VHR inh abs	FadD28 FP inh	GDH-TPI inh	Mtb FBA inh	UGM FP inh	CCHFV vOTU inh	BioA inh	MazEF act
COc1ccc(-n2ncc3c(=O)n(CC(=O)NC(C)C)cnc32)cc1	?	1	-23	-1.5	10	0	0.5	4	0.0	0
Cc1ccc(C(=O)NNC(=O)C2CCN(S(=O)(=O)c3ccc(C)cc3)CC2)cc1	-2	10	24	-3.0	-16	-1	1.4	-9	-1.5	1
COc1cc2c(cc1OC)CN(C(=O)/C=C/c1cc(OC)c(OC)c(OC)c1)CC2	3	2	-18	-1.7	12	8	-0.9	-9	4.5	-14
Cc1ccccc1NC(=O)COC(=O)c1c(-c2ccccc2)noc1C	-1	-3	/	-0.3	4	-1	0.8	-7	-0.4	9
Cc1nc(-c2coc3cc(O)c(C)cc3c2=O)cs1	-2	-7	-6	1.0	9	14	0.2	-6	/	11
CSc1ccc(CN(C)CC(=O)NC(=O)NC(C)(C)C)cc1	-5	-3	12	-1.8	-7	2	-1.6	-12	/	-11
O=C(NCCC1=CCCCC1)c1cc(S(=O)(=O)N2CCOCC2)c(Cl)cc1Cl	1	-4	/	-3.8	7	-2	-1.4	-6	-1.5	2
Cc1ccc(N2CCN(S(=O)(=O)c3ccc4oc(=O)ccc4c3)CC2)c(C)c1	9	-10	12	0.5	9	-1	0.6	4	-1.1	-1
CC(=O)c1cccc(NC(=O)COC(=O)c2ccc(S(C)(=O)=O)c([N+](=O)[O-])c2)c1	0	-4	20	0.4	0	-1	1.4	14	/	18
CCCNC(=O)NC(C(=O)OC)C12CC3CC(CC(C3)C1)C2 (stereo not given)	-4	0	8	-1.4	0	1	2.0	2	-1.2	0
COc1ccc(CCNC(=O)CSc2cccc3cccnc23)cc1OC	-2	2	45	0.5	3	0	4.2	2	0.1	-4
COCCn1c(SCC(=O)Nc2ccccc2OC)nc2c([nH]c3ccccc32)c1=O	-2	2	-9	1.0	13	-1	-1.8	6	-0.6	7
O=C(O)c1cc(S(=O)(=O)O)cc(Nc2c3ccccc3nc3ccccc23)c1O	?	3	-53	-2.2	-3	43*	0.7	-72	-1.0	5
O=c1[nH]c(CN2CCN(c3ccc([N+](=O)[O-])cc3)CC2)nc2ccsc12	-10	-4	-2	-0.7	14	-5	-0.4	4	-0.1	0
COc1cccc(NC(=S)N/N=C2\CC3CCC2(C)C3(C)C)c1 (stereo not given)	-4	7	-6	-1.1	-1	3	-0.1	13	0.5	2
COc1cc(NC(=O)NCc2ccncc2)cc(OC)c1OC	-1	5	22	0.3	8	-2	-0.9	6	-0.1	4
Fc1cnc(N2CCOCC2)nc1N1CCc2ccccc21	/	1	8	-1.8	29	-2	-0.7	15	8.7	1
N#Cc1ccccc1NC(=O)COC(=O)c1ccc2c(c1)OCO2	3	5	/	-1.4	2	2	3.3	-6	-0.6	4
Cc1nc(CN(C)Cc2nc(Cc3ccccc3Cl)no2)cs1	-7	-8	4	-1.2	19	6	-0.9	9	1.6	3
O=C(/C=C/c1ccco1)Nc1ccc(C(=O)N2CCOCC2)cc1	2	-8	-4	-0.8	26	-2	0.7	14	-2.4	9
N#CCCN(CCN1CCCC1)S(=O)(=O)c1ccc(-c2ccc([N+](=O)[O-])cc2)cc1	19	1	-5	-4.2	-5	-1	-2.4	-1	/	-3
Cc1ccc(NC(=O)COC(=O)C2CC2)cc1S(=O)(=O)N1CCOCC1	-7	7	/	-5.8	-13	2	-2.3	-9	-0.5	-3
Cc1ccc(C2(C)NC(=O)N(CC(=O)Nc3ccccc3C(=O)NC3CCCC3)C2=O)cc1 (stereo not given)	-3	4	/	-0.3	2	0	1.1	2	0.8	7
Cn1cccc1Cc1nnc(SCC(=O)NCC2CCCO2)n1C (stereo not given)	-3	-6	3	-4.9	-1	-4	1.9	-10	/	2
CCOC(=O)C1CCCN(C(=O)CCCn2nnnc2CN2CCOCC2)C1 (stereo not given)	6	/	-2	-4.3	8	1	/	6	-1.6	5
CCc1ccc(NC(=S)NC2CC3CCCC(C2)N3Cc2cccs2)cc1 (stereo not given)	-4	-4	17	-2.3	-6	-3	-0.3	3	-0.3	18
Cc1[nH]nc2c1C(c1ccc(F)cc1)C1=C(CC(C)(C)CC1=O)N2 (stereo not given)	-20	4	13	-1.8	6	34*	-0.1	-17	/	0
CCOC(=O)CN1C(=O)S/C(=C/c2ccc(C)o2)C1=O	-14	-9	39	-2.6	11	-2	0.5	12	-3.6	-1
Cc1ccc(C(=O)NNC(=O)CSc2nnc3ccccn23)cc1	5	4	/	-3.6	-4	0	1.6	-3	-1.7	-1
SMILES	BoNT F protease	Rv3671c protease	VHR inh abs	FadD28 FP inh	GDH-TPI inh	Mtb FBA inh	UGM FP inh	CCHFV vOTU inh	BioA inh	MazEF act
CCC(=O)Nc1sc(C(=O)N2CCCCC2)c(C)c1C#N	-1	-4	15	0.0	8	-3	-1.5	8	0.7	-3
CC(=O)Nc1ccc(NC(=O)c2nccnc2C(=O)O)cn1	-7	1	14	-1.4	7	-1	-2.8	-4	-1.2	3
Cc1ccc(S(=O)(=O)/N=C(/c2ccccc2)N2CCOCC2)cc1	9	3	19	-1.3	3	-2	1.7	0	/	4
COc1ccc(C(=O)OCC(=O)N2CCCCCC2)cc1S(=O)(=O)N1CCOCC1	-4	-5	/	/	-5	0	-1.7	8	-1.8	2
O=[N+]([O-])c1ccccc1N(S(=O)(=O)c1ccccc1)S(=O)(=O)c1ccccc1	-2	/	/	-1.4	4	-1	/	3	1.4	17
O=[N+]([O-])c1ccc(-c2nn(-c3ccccc3)cc2/C=N/n2c(-c3ccncc3)n[nH]c2=S)cc1	?	4	10	-5.6	-17	-4	2.5	13	-0.9	-21
CCOC(=O)CCCNC(=O)COC(=O)c1cc2ccccc2cc1O	-6	-1	4	-0.6	13	-5	-0.5	6	-0.2	-1
OC(CN1c2ccccc2Sc2ccccc21)Cn1nnc2ccccc21 (stereo not given)	-1	10	-4	-4.7	-1	-7	1.7	1	11	2
CN1N=C(C(=O)N2CCCC(C(=O)c3cccc(C(F)(F)F)c3)C2)CCC1=O (stereo not given)	-7	8	13	-2.5	-6	-9	-1.3	-14	/	3
CCCCNS(=O)(=O)c1ccc(S(=O)(=O)NCc2ccncc2)cc1	-7	3	18	-0.9	-5	0	-3.1	-11	-0.4	6
O=C(CSc1nnnn1C1CCCC1)NCCc1ccccc1	10	3	-4	-0.9	4	-1	2.2	2	-0.9	5
Cc1ccc(C(=O)NCC(=O)OCC(=O)NCCNC(=O)COC(=O)CNC(=O)c2ccc(C)cc2)cc1	-6	-4	/	-0.2	4	-1	0.7	0	/	5
Cc1noc(C)c1CSCC(=O)Nc1nc2ccc(F)cc2s1	4	3	/	-3.0	8	0	1.1	-6	0.9	-7
CCC(C)(NC(=O)c1ccccn1)C(=O)NC1CCCC1 (stereo not given)	6	-3	8	1.2	2	-1	-2.9	14	/	3
O=C(CN1CCOCC1)NCCc1ccccc1	7	2	-8	-2.1	3	1	1.3	-2	-1.8	2
COc1ccc2c(/C=N/NS(=O)(=O)c3ccc(C)cc3)c[nH]c2c1	-7	4	13	0.3	3	5	-0.6	-3	0.1	11
CN(Cc1ccccc1)Cc1ccccc1OC(=O)N(C)C	-5	-8	4	-2.6	4	7	-2.1	8	-0.1	0
Cc1c(CCC(=O)O)c(=O)oc2c(C)c3occ(-c4ccc(Cl)cc4)c3cc12	9	/	-2	-12	14	8	-1.9	-3	15	-24
